Rpn11 inh = inhibitors of human proteasome Rpn11 | O00487 | human 26S proteasome, Ub4-pepOG fluorescence polarization; 20S core pre-blocked with epoxomicin | calls only at 20 µM | 0.59% of 360,000 active | AID 588493;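 active means inhibition at 20 µM, scaled to each plate's controls, above about 33%, limit read from the data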
Target sequence (O00487 whole entry, looked up): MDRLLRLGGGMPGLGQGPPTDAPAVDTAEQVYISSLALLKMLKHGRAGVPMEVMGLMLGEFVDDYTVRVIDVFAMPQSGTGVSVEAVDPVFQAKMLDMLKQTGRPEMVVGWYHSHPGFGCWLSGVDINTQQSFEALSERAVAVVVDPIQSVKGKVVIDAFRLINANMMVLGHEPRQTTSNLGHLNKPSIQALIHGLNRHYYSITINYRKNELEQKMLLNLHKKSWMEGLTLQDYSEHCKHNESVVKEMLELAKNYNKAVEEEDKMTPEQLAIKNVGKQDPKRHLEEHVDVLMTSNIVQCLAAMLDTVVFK
LMPTP block = blocks human LMPTP phosphatase | recombinant LMPTP-A, OMFP fluorogenic substrate, fluorescence intensity | inhibition, % at 20 µM | 0.22% of 360,000 active | AID 651560;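 active means compounds that cut the enzyme signal by at least half of the control window in the single-dose screen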;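 further: plate controls were DMSO wells with enzyme plus substrate for no effect and substrate without enzyme for full effect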
Target sequence (P24666 whole entry, looked up): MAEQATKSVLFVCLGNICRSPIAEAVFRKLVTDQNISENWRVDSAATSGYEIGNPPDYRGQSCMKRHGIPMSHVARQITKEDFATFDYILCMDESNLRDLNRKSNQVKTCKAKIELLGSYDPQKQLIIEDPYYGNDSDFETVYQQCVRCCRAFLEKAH
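Test system: LMPTP-A phosphatase enzyme; input: 0.625 nM LMPTP-A final; reagent: OMFP substrate, 400 µM final; compound dosing: 20 µM single dose, 3% DMSO; incubation: 50 min dark incubation at room temperature; measured by: endpoint fluorescence intensity from OMFP dephosphorylation; measure: % inhibition relative to no-enzyme and uninhibited control wells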
NRP1-CendR mod = NRP-1/CendR interaction modulation. 0.85% of 360,000 active. FAM-RPARPAR peptide binding to NRP-1, fluorescence polarization. inhibition, % at 25 µM. O14786;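 active means inhibition or corrected inhibition above about 18%, plus a signal ratio from 0.5 to 1.5, limit read from the data, passing the limit was not always enough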; further: strong numbers were not always called active
NadD block = blocks S. aureus nicotinate mononucleotide adenylyltransferase; purified NadD enzyme, colorimetric absorbance read-out; inhibition, % at 20 µM; 0.78% of 360,000 active; AID 602399; in the data active means inhibition above about 26%; further: some compounds past the cut are filed as inactive
STEP inh = inhibitors of human striatal-enriched phosphatase STEP. P54829. recombinant STEP, OMFP fluorogenic substrate, fluorescence. inhibition, % at 20 µM. 0.25% of 360,000 active. AID 588621;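 active means inhibition at 20 µM, scaled per plate between control wells, above about 37%, limit read from the data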;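 further: 0% = DMSO with enzyme and substrate and 100% = substrate only without enzyme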
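Assay system: isolated STEP enzyme. Buffer or medium: pH 6.0 Bis-Tris with DTT and Tween 20. Also added: fluorogenic phosphatase substrate OMFP at 25 µM final. Dosing: 20 µM, 1% DMSO. Timing: 20 min reaction, room temperature, in the dark. Measured by: fluorescence intensity, excitation 480 nm, emission 540 nm. Evaluation: normalized % inhibition.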
SKN-1 inh = C. elegans SKN-1 inhibition. AID 624304. 0.49% of 360,000 active. C. elegans VP596 Pgst-4::GFP/RFP ratio, acrylamide-induced, 24 h. inhibition, % at 21.8 µM;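 active means interference check ratio from 0.5 to 1.5 plus GFP to RFP signal ratio inhibition reaching or exceeding a fixed threshold, cut at about 30% in these data, passing the limit was not always enough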; further: some compounds called inactive have numbers as strong as hits
MT1-MMP act inh = inhibitors of human MT1-MMP activation; P50281; HT1080 RFP-PRO-GFP cells, GFP/RFP ratio fluorescence, overnight; percent of plate control window, DMSO zero; GFP/RFP ratio change, % at 20 µM; 0.061% of 360,000 active;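 active means GFP/RFP ratio change of at least 30% with cell ATP level not reduced by more than half and red fluorescence within 50% of control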; further: strong numbers were not always called active
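Material: RFP-PRO-GFP reporter HT1080 cells. Dosing: single-point 20 µM compound, 1% DMSO. Controls: DMSO and RFP-L50D-GFP cell wells. Timing: cells overnight before dosing, compound overnight, 37 °C, 5% CO2. Measure: GFP/RFP fluorescence ratio.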
DNMT1 block = blocks human DNA methyltransferase DNMT1 | P26358 | DNMT1 molecular beacon, Hinp1I cleavage, fluorescence | inhibition (reported as % activation of signal), % at 10 µM | 0.83% of 360,000 active; in the data active means inhibition above about 50%
Scp1 inh = inhibitors of human Scp-1 phosphatase; AID 493091; Recombinant Scp1, phosphopeptide, malachite green phosphate absorbance; inhibition, % at 20 µM; Q9GZU7; 0.88% of 340,000 active;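 active means inhibition above about 50% at 20 µM, limit read from the data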;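 further: plate controls were DMSO wells with enzyme for no effect and wells lacking enzyme for full effect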
Target sequence (Q9GZU7 76-261 limits assumed): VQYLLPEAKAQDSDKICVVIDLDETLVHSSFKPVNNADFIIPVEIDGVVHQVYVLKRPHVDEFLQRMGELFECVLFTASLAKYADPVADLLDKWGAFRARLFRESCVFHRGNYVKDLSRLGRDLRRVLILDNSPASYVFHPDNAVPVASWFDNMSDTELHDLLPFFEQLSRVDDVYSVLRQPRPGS
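Times: enzyme reaction 45 min at room temperature, colour 5 min, stabilisation 30 min. Material: SCP-1 catalytic fragment, aa 76-261. Medium: Acidic Tris acetate buffer with magnesium and detergent. Signal: colorimetric free-phosphate detection, absorbance 630 nm. Read-out basis: % inhibition of SCP-1 phosphate liberation. Reagent: Phosphorylated 17-residue peptide substrate.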
SUMO1 PPI mod = SUMO1-SIM interaction modulation. SUMO1 binding to a labelled peptide, TR-FRET, 1 h. 0.33% of 360,000 active. inhibition, % at 20 µM. AID 602429. P63165; in the data active means inhibition above about 37%
Target sequence (P63165 whole entry, looked up): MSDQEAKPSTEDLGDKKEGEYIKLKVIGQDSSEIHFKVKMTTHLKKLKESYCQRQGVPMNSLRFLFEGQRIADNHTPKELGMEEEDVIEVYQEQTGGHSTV
The depositor's hits bear a star; i = inactive; . = not tested or not shown.

canonical_smiles	NadD block	DNMT1 block	SUMO1 PPI mod	NRP1-CendR mod	Scp1 inh	LMPTP block	SKN-1 inh	MT1-MMP act inh	STEP inh	Rpn11 inh
CCC(=O)c1cn(CC(=O)NCc2cccnc2)c2ccccc12	-1	3	0	12	-8	0.4	4	-6	1	i
CCOC(=O)c1sc(NC(=O)c2ccc(OC(C)=O)cc2)nc1C	-1	2	-2	-8	1	-0.4	25	3	2	i
CCOC(=O)/C(C#N)=C\c1cccnc1	-3	3	-6	3	-6	-0.8	-1	-3	0	i
COc1ccc(CNC(=O)CN(C(=O)c2csnn2)c2ccccc2F)cc1	-1	1	11	-4	-3	-1.2	16	-2	-1	i
COc1ccc(OCC(=O)OC(C)CN2CCOCC2)cc1 (stereo not drawn)	1	-1	2	-10	-6	-0.6	-2	2	0	i
CC1CCCC(C)N1/N=C/c1cccc([N+](=O)[O-])c1 (stereo not drawn)	-2	1	-17	6	-7	8.7	-2	-3	0	i
CCOC(=O)C1=C(CNCCc2ccc(Cl)cc2)NC(=O)NC1c1cccc([N+](=O)[O-])c1 (stereo not drawn)	-3	-4	-17	0	-3	4.3	15	3	2	i
CCOc1ccc(-n2c(=S)sc3c(=O)n(-c4ccc(F)cc4)c(SCC(=O)O)nc32)cc1	1	-1	-16	-4	-14	0.6	32	-3	-2	i
CCCCN1C(=O)C(NC(=O)c2cccnc2)(C(F)(F)F)C2=C1CC(C)(C)CC2=O (stereo not drawn)	-7	5	0	-10	-2	-1.4	-4	1	-5	i
Cc1cc(NC(=O)c2cc(-c3ccncc3)nc3c(C)cccc23)no1	13	-15	-8	7	-7	1.8	9	-6	-4	i
CCOc1ccc(NC(=O)COc2ccc(S(=O)(=O)N3CCOCC3)cc2)cc1	-1	-1	1	1	-10	-0.2	4	3	7	i
COc1ccc(C(=O)Nc2nnc([C@@H]3C[C@H](O)[C@@H](CO)O3)s2)cc1	-3	3	-1	-3	.	-0.3	4	0	-2	i
Cc1ccc(NC(=S)N2CCC(N(C)CC3CCCO3)CC2)cc1C (stereo not drawn)	-3	1	4	-2	3	-1.3	-3	0	6	i
CC(=O)N(c1ccc2oc(=O)sc2c1)S(=O)(=O)c1ccc(C(=O)O)cc1	1	4	3	22	4	-0.5	-11	-2	-1	i
CCOC(=O)C1(C)CCCN(C(=O)c2ccccc2C(F)(F)F)C1 (stereo not drawn)	-1	-6	-6	4	.	0.0	-2	-3	-3	i
COc1ccc(Cl)c2sc(N3CCN(C(=O)c4ccco4)CC3)nc12	-2	-1	5	4	-3	1.2	7	-4	1	i
COc1cccc(NC(=S)N2CCC(Cc3ccccc3)CC2)c1	1	3	11	1	1	2.4	-8	2	5	i
COc1ccc(-c2cc(NC=O)c3ncc(-c4cccc(C(=O)N(C)C)c4)n3c2)c(OC)c1	12	-11	-10	-11	.	2.0	11	-2	-1	i
CN(C)c1ncc(S(=O)(=O)c2ccc(Cl)cc2)c(-c2ccccc2)n1	-1	0	3	-4	-2	1.7	-1	0	5	i
CC1(c2ccc3ccccc3c2)NC(=O)N(CC(=O)N2CCN(Cc3ccccc3)CC2)C1=O (stereo not drawn)	-1	-2	-4	-4	1	2.6	-8	19	-2	i
Cc1ccc(Cl)cc1N1CCN(C(=O)c2cn(C)c(=O)c3c2c2ccccc2n3C)CC1	-5	-1	-2	-6	-3	3.6	4	-20	1	i
Cc1cnc(C2OCCO2)c2cccc(N)c12	0	7	-12	5	.	2.8	6	1	4	i
OCC(O)C1OC(Oc2ccccc2)C(O)C(O)C1O (stereo not drawn)	-1	4	-3	20	5	-1.2	-3	-2	0	i
Cc1ccc(-c2ccc(=O)n(CC(=O)NCc3ccc(F)cc3)n2)cc1	-5	0	-18	-22	-11	-0.4	-8	1	-2	i

Whole records as entered above. Values in the order: NadD block	DNMT1 block	SUMO1 PPI mod	NRP1-CendR mod	Scp1 inh	LMPTP block	SKN-1 inh	MT1-MMP act inh	STEP inh	Rpn11 inh
Results for CCC(=O)c1cn(CC(=O)NCc2cccnc2)c2ccccc12 : -1	3	0	12	-8	0.4	4	-6	1	i
Results for COc1ccc(-c2cc(NC=O)c3ncc(-c4cccc(C(=O)N(C)C)c4)n3c2)c(OC)c1 : 12	-11	-10	-11	.	2.0	11	-2	-1	i

Later entries.
canonical_smiles	NadD block	DNMT1 block	SUMO1 PPI mod	NRP1-CendR mod	Scp1 inh	LMPTP block	SKN-1 inh	MT1-MMP act inh	STEP inh	Rpn11 inh
COc1cc(/C=C(/C#N)c2ccccc2F)ccc1OCc1ccccc1	1	-1	-4	-8	-13	3.5	5	-4	1	i
O=C(COC(=O)CCCSc1nc2ccccc2[nH]1)Nc1ccc(Oc2ccccc2)cc1	-2	-22	0	1	1	6.2	-1	2	0	i
COc1ccc([C@H]2C=C(C(=O)O)O[C@@H](OCCCCO)C2)cc1	5	8	-2	1	8	1.4	7	2	1	i
Cc1cc(C)c(C#N)c(N2CCN(c3ccc(F)cc3)CC2)n1	3	2	1	-8	3	1.1	-16	-2	4	i
Cc1ccc(NC(=O)CN(C)C(=O)c2ccccc2Sc2ccccc2C#N)cc1	1	3	2	9	-3	-1.5	0	-5	0	i
CCCCNc1ccc(C(CC(N)=O)NC(=O)Cc2ccc(Br)cc2)cc1[N+](=O)[O-] (stereo not drawn)	1	21	-10	-28	-1	0.5	-1	6	0	i
O=C(CSc1nc2ccncc2[nH]1)Nc1ccccc1C(F)(F)F	-2	2	0	7	6	21	3	1	-1	i
Cn1c(=O)n(C)c2cc(NC(=O)C(F)(F)F)ccc21	3	1	1	-1	9	1.1	-23	4	0	i
C[C@H]1CN([C@@H](C)CO)C(=O)Cc2cc(NC(=O)CCC(F)(F)F)ccc2O[C@H]1CN(C)S(=O)(=O)c1ccc(F)cc1	-2	2	-4	15	-6	-0.9	-13	1	-1	i
Cc1cccc(C(=O)Nc2onc(C)c2C#N)c1	-2	1	-3	5	-5	-1.8	-8	0	-4	i
CN(C)c1ccc(-c2nn3c(-c4ccc(Cl)cc4)nnc3s2)cc1	2	2	5	7	0	0.0	-6	-6	1	i
O=C(C1CC(=O)N(C2CCCCC2)C1)N1CCN(c2ccccc2)CC1 (stereo not drawn)	8	5	4	-11	9	0.3	-14	3	-2	i
Cc1ccc(S(=O)(=O)N(CC(=O)N/N=C/c2cccc(Cl)c2)c2cccc3cccnc23)cc1	23	53*	1	11	-3	2.4	-6	-1	8	i
COc1ccc(Cn2c(CCC(=O)NCCC(C)C)nc3ncccc3c2=O)cc1	-2	1	3	-5	-6	-1.0	5	-4	-5	i
COc1ccc(CCNS(=O)(=O)c2ccc(Br)cc2)cc1	-37	0	7	-32	-11	0.2	1	2	-3	i
CCC(C)[C@H](NC(=O)[C@@H]1Cc2ccccc2CN1)C(=O)Nc1ccc2c(c1)OCO2 (stereo partly drawn)	-3	-8	0	4	39	-0.3	20	-3	0	i
CCCCc1c(-c2ccccc2OC)ncn1CCc1ccccc1	0	.	4	10	.	0.0	6	6	.	.
Cc1sc(NC(=O)CN2CCCC2)nc1-c1ccc2c(c1)CCN2C(=O)c1ccc(F)cc1	1	-4	10	-7	7	1.1	7	3	4	i
O=C(O)c1ccc(N2C(=O)CC(N3C(=O)/C(=C/c4ccc(Cl)cc4)SC3=S)C2=O)cc1 (stereo not drawn)	13	-11	-9	-30	2	0.7	-11	2	4	i
CCOc1c(CNCCCSc2nc(C)cc(C)n2)cccc1OC	-5	-1	1	18	-7	-1.3	-10	-2	-4	i
Cc1cc2nc(-c3ccccc3)cc(=O)n2[nH]1	-8	4	7	10	-7	-0.7	18	5	4	i
COc1ccc(CN2C(=O)c3cccnc3C2=O)cc1S(=O)(=O)N1CCOc2ccc(Cl)cc21	22	-1	-20	9	-9	1.6	-18	0	0	i
Cc1ccc(C)c(OCC(O)CN2CCC(C)CC2)c1C (stereo not drawn)	-6	3	-1	8	-14	-1.3	-5	-1	3	i
NC(=O)C1(N2CCCCC2)CCN(C(=O)c2cccs2)CC1	-2	4	-1	-8	-17	-2.4	-16	-3	-5	i
CN(C)S(=O)(=O)Nc1cccc(-c2cn3c(n2)SCC3)c1	6	0	-3	6	-5	0.1	5	2	-2	i
CCSc1nc(-c2ccc(OC)cc2)ccc1C#N	6	-6	-5	-14	-9	3.4	-8	-5	3	i
O=C(CSc1nnc(NC(=O)C2CC2)s1)Nc1cccc(F)c1	-12	2	-2	6	-7	0.3	-6	-1	-2	i
COc1ccc(-c2noc(CCCC(=O)NC3CCCCC3)n2)cc1	-11	-1	4	-9	-7	0.1	8	-4	-2	i
Cc1sc2nc(C3CC3)nc(SCC(=O)N3CC(=O)Nc4ccccc43)c2c1C	17	-9	4	-24	-1	3.0	13	-15	-2	i
COc1ccc(CCNC(=O)c2cccs2)cc1	-9	2	-2	8	-3	-0.5	13	3	0	i
Cc1[nH]n(-c2ccccc2)c(=S)c1C=NCCCN=Cc1c(C)[nH]n(-c2ccccc2)c1=S	7	-10	-4	7	-3	-7.3	4	0	11	i
CC(C)(C)c1ccc(OCC(=O)N/N=C/c2ccc(N3CCOCC3)cc2)cc1	-1	-7	-10	-15	-2	0.5	4	4	0	i
COc1cc(CN2CCC(n3nccc3NC(=O)CCCc3ccccc3)CC2)ccc1F	-6	-2	1	7	0	-0.1	-8	6	0	i
COc1ccccc1CCNC(=O)C1CCCO1 (stereo not drawn)	-8	-4	1	5	-8	0.5	-22	10	1	i
O=C(Nc1cc(Cl)cc(Cl)c1)C1CCCC1	-10	7	0	7	-8	-0.2	18	0	-3	i
Cc1ccc(C(=O)Oc2oc(-c3ccccc3)nc2C=Nc2ccc(N(C)C)cc2)cc1	8	0	-2	-3	2	0.5	14	-1	-10	.
CCn1c(COc2cccc(OC)c2)nnc1SCC(=O)N1CCOCC1	-1	5	2	-3	-3	-0.8	7	0	18	i
CC(=O)c1ccc(NC(=O)COC(=O)Cn2cnc3ccccc32)cc1	-2	1	-1	5	-5	-0.3	4	0	2	i
Cc1nnc(NC(=O)c2ccc3ccccc3c2)o1	5	4	-6	7	6	-0.1	-10	9	0	i
CC(=O)c1cc(CN2CCC(N3CCC(C(=O)N4CCCC4)CC3)CC2)cs1	6	-3	-2	-4	-3	2.1	2	3	0	i

Source: PubChem (Sanford-Burnham Center for Chemical Genomics)
